Source: PubChem
AT treatment = qHTS Assay for Identifying a Potential Treatment of Ataxia-Telangiectasia. […] A-T fibroblasts, KAP-1 phosphorylation AlphaLISA; neocarzinostatin DNA damage 30 min before lysis. 320,000 tested, 0.19% active. Potency, µM (highest dose often 57.5 µM), for inactives: at the top dose activation, actives largely listed as activators. AID 485349, 2010; also: potency is read from the fitted curve at half-maximal effect; % of control where 0% means no effect; nearly all actives have a fitted effect of over 45% in size
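ATM-like activity read as KAP-1 phosphorylation via AlphaLISA donor/acceptor antibody pairs after lysis and 6 hr at 25C. Cells were ATM-null patient fibroblasts ([…], hTERT), dosed 60 min, then exposed to the DSB inducer NCS for 30 min.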
CXXC DNA block = qHTS Fluorescence Polarization Assay for Inhibitors of MLL CXXC domain - DNA interaction; 290,000 tested, 0.037% active; Potency, µM (highest dose often 115 µM), for inactives: top-dose activity change, negative = inhibition, most hits filed as inhibitors; Histone-lysine N-methyltransferase 2A (Homo sapiens), Q03164; MLL-CXXC / FITC-HOXA9 DNA fluorescence polarization; AID 2662, 2010; active = well fitted inhibition curve with a large enough effect in the polarisation, with a control signal flat, not every such curve was filed as active; inconclusive = small, poorly fitted or top-dose-only effect, or effect the other way, or a change in a side signal; inactive = no such curve, though single readings can be large or run the other way; the % refers to the polarisation; also: potency is read from the fitted curve at half-maximal effect
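Purified MLL-CXXC (added from a 7 uM solution) was preincubated 5 min at ambient with pinned compounds in 50 mM Tris-HCl pH 7.5, 50 mM NaCl, 1 mM DTT, 0.05% BSA. Fluorescein-labeled HOX-A9 DNA (50 nM solution) followed, 30 min, then polarization read.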
a7 integrin act = qHTS for Activators of Integrin-Mediated Alleviation for Muscular Dystrophy | Potency, µM (doses to about 38.3 µM), for inactives: top-dose activation, usual class: activators | 350,000 tested, 0.064% active | AID 624291, 2012 | alpha7betagal myoblasts, beta-gal FDG fluorescence, 48 h;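 also: potency is read from the fitted curve at half-maximal effect; 100% = response of the positive control SU9516; nearly all actives have a fitted effect of over 60% in size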
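Alpha7betagal+/- myoblasts (passage 13) were plated 16-24 hr, then exposed to compounds (1:260 dilution of DMSO stock) for 48 hours at 37C. After MPER lysis, β-galactosidase reporter activity was read as FDG fluorescence (ex 480/em 540) after 30 minutes.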
TCR activator = Activators of T cell receptors: qHTS campaign; primary human leukocytes, anti-CD3, IL-2 HTRF, 48 h; Potency, µM (titrated, usually from 9.22 µM), without a hit: at the top dose activation of IL-2 secretion, usual class: activators; 330,000 tested, under 10 active; also: % of control where 0% means no effect
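Compounds are tested in HTS on primary human leukocytes co-incubated with a-CD3 beads for 48 hr. IL-2 output is measured by time-resolved FRET.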
BRCA1 expr act = qHTS Assay to Identify Small Molecule Activators of BRCA1 Expression; AID 624202, 2012; 380,000 tested, 1.1% active; Potency, µM (series often up to 46.1 µM), without a hit: at the top dose activation, hits mostly activators; MCF7-BRCA1-FFLuc reporter, luminescence, 48 h; response scale: scaled: vehicle 0%, 10 µM genistein 100%; also: potency is read from the fitted curve at half-maximal effect; nearly all actives have a fitted effect of over 80% in size; some results filed as inactive show a strong effect at the top dose
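MCF7 cells carrying a BRCA1-firefly luciferase reporter (2000 cells/well, phenol-red free MEM) were attached for 2 h at 37 °C, then given compounds for 48 h. Luminescence was read 15 min after luciferase reagent; activity normalized to genistein (10 microM) and DMSO.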
ELG1 repair inh = qHTS screen for small molecules that inhibit ELG1-dependent DNA repair in human embryonic kidney (HEK293T) cells expressing luciferase-tagged ELG1; HEK293T ELG1-luciferase reporter, luminescence, 16 h; DNA damage induced by 5-fluorouridine; Potency, µM (titrated, usually from 46.1 µM), for inactives: at the highest dose activity change, negative = inhibition, most hits filed as inhibitors; 330,000 tested, 2.3% active; also: potency is read from the fitted curve at half-maximal effect; % is scaled to controls: 0 for no effect and ±100 for the full control effect; nearly all actives have a fitted effect of over 55% in size
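5-Fluorouridine DNA damage + compound/DMSO, 2,000 cells/well, 16 h, 37 °C/5% CO2. ONE-Glo, 30 min RT, luminescence. Readout = decrease in reporter signal.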
B2AR arrestin = qHTS assay of beta-arrestin-biased ligands of beta2-adrenergic receptor; beta-arrestin recruitment to beta2AR, cell-based reporter; Potency, µM (highest dose often 46.1 µM), inactives show at the highest dose activation, most hits filed as activators; AID 492947, 2010; 330,000 tested, 0.02% active;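 also: potency is read from the fitted curve at half-maximal effect; 0% = DMSO controls and full agonism = EC100 isoproterenol or metaproterenol; nearly all actives have a fitted effect of over 65% in size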
TRPV1 agonist = HTS Assay for Compounds that Act as Agonists of the Vanilloid Receptor 1 | Transient receptor potential cation channel subfamily V member 1 (Homo sapiens), Q8NER1 | TRPV1-expressing cells, Fluo-8 calcium influx, agonist mode | activation, % at 8.33 µM | 320,000 tested, 0.19% active | AID 540275, 2011; in the data active = activation above about 80%; inconclusive = between about 30% and that limit; also: 0% is about no effect
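Fluo-8 calcium influx in TRPV1-expressing cells, kinetic read (ex 480/em 520 nm). Compound added and read 3 min for agonist activity, followed by capsaicin at EC20 final and 2 min further read for enhancement.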
p53 reactivation = qHTS assay for re-activators of p53 using a Luc reporter | Potency, µM (doses to about 92.2 µM), for the others: top-dose activity change, positive = activation, most hits filed as activators | 320,000 tested, 0.063% active | AID 504706, 2011 | H1299 p53-A138V BP100-luciferase reporter, luminescence, 24 h; also: potency is read from the fitted curve at half-maximal effect; % of control where 0% means no effect; nearly all actives have a fitted effect of over 45% in size
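p53-null H1299 cells stably carrying temperature-sensitive p53-A138V and a BP100-luciferase reporter were pinned with compounds (4-point, 1:5 series) and held 24 hrs at 37 deg C. Luminescence was read 10 min after detection reagent.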
TSG101-PTAP inh = qHTS Assay for Iinhibitors of HIV-1 Budding by Blocking the Interaction of PTAP/TSG101; Tumor susceptibility gene 101 protein (Homo sapiens), Q99816; Fluorescence polarization, FITC-PTAP peptide / Tsg101 binding; Potency, µM (top dose mostly 115 µM), for the others: at the top dose activity change, negative = inhibition, hits mostly inhibitors; 340,000 tested, under 10 active; AID 493005, 2010; active = well fitted inhibition curve with a large enough effect in the main read-out, with a control signal flat, not every such curve was filed as active; inconclusive = small, poorly fitted or top-dose-only effect, or effect the other way, or a change in a side signal; inactive = no such curve, though single readings can be large or run the other way; also: potency is read from the fitted curve at half-maximal effect; % of control where 0% means no effect
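FP read-out: FITC-PTAP peptide, 50 nM final, binding Tsg101 binding domain, 10 uM final; 20 min, r.t.; 10 mM HEPES pH 7.5, 0.15 M NaCl, 0.01% Tween 20, 3 mM EDTA, 0.1 mM TCEP.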
* = called active by the depositor; ? = inconclusive; . = no result given; & = joins results of further samples; [ ] = dose if it differs, or a comment. Unless noted, calls follow the shape of the dose curve; as a rule, active = well fitted curve in the direction sought with a large enough effect; inconclusive = small, poorly fitted or top-dose-only effect, or another doubt; inactive = no such curve, though single readings can be large; an effect the other way counts as inactive or inconclusive.

SMILES	AT treatment	CXXC DNA block	a7 integrin act	TCR activator	BRCA1 expr act	ELG1 repair inh	B2AR arrestin	TRPV1 agonist	p53 reactivation	TSG101-PTAP inh
FC(F)(F)c1cnc(COc2ccc(Cl)cc2Cl)c(Cl)c1	9.1%	-8.1%	18.8%	1.8%	2.1%	14.7%	-0.4%	4.0	2.3%	0.1%
CCC(C)[C@H](NC(=O)c1cc2cc(Cl)ccc2n1C)C(=O)N1CCC(C(=O)O)CC1 (stereo partly specified)	-4.4%	19.8%	28.2%	-9.0%	-16.1%	16.5%	0.0%	-0.8	-3.6%	-2.3%
Cc1cc(N/N=C/c2ccc(O)cc2)nc(NS(=O)(=O)c2ccccc2)n1	13.4%	10.7%	-2.9%	11.0%[46.1 µM]	-45.1%	-22.8%	0.0%	-1.3	-13.2%	-2.2%
Cc1c(CCO)c(=O)n(-c2ccccc2)n1S(=O)(=O)c1ccc([N+](=O)[O-])cc1	-4.9%	11.7%	0.0%	1.3%	10.4%	7.2%	0.0%	-2.9	0.9%	-3.7%
COc1cccc(/C=N/NC(=O)CCCC(=O)NC2CCCCC2)c1	1.0%	14.5%	-14.1%	4.5%	17.0%	-0.5%	-0.9%	0.5	-0.3%	1.3%
Cn1nc(N)nc1N1CCN(c2ccc(F)cc2)CC1	-1.2%	-3.0%	-8.0%	2.9%	0.0%	-6.0%	0.1%	4.5	-0.5%	-0.1%
CC1CC(C)CN(C(=O)COC(=O)c2cc3ccccc3cc2O)C1 (stereo unspecified)	7.6%	-13.5%	-11.2%	-6.2%	0.6%	-17.9%	0.5%	21.0	-2.3%	-5.6%
CCCC1=NN2C(=N)/C(=C\c3ccc(SCc4ccco4)o3)C(=O)N=C2S1	1.3%	73.3%[activator]	5.0%	-2.4%	-2.9%	13.0%	0.1%	5.6	4.7%	-1.4%
O=C(O)CSc1nc2ccccc2nc1Cc1ccccc1F	-7.0%	-25.7%	-21.5%	-2.2%	-10.0%	15.2%	0.2%	3.3	1.0%	-3.7%
COc1cc2c(cc1OC)C(c1cccs1)N(C(=O)C(C)C)CC2 (stereo unspecified)	-3.9%	9.0%	-26.7%	5.1%	8.3%[1.84 µM]	-5.2%	-0.1%	1.1	-8.7%	3.1%
CCOc1ccc(CCNC(=O)COC(=O)Cc2ccc(OC)c(OC)c2)cc1OCC	9.1%	.	-25.2%	-0.6%	-0.2%	8.7%	-0.5%	14.5	1.5%	-7.9%
COc1ccccc1N=Nc1c(C)noc1C	-4.2%	-4.3%	39.4%	8.2%	-2.6%	?	0.2%	.	-1.4%	-1.3%
CCN(CC(=O)NCc1ccco1)S(=O)(=O)c1ccc(F)cc1	8.1%	-6.2%	0.1%	-3.8%	1.1%	-9.5%	-0.2%	0.7	-0.1%	-4.3%
Cc1ccc(NC(=O)C2COc3ccccc3O2)cc1C (stereo unspecified)	12.7%	-1.5%	7.8%	.	22.3%	?	-0.1%	?	?	1.1%
CC(=O)Nc1ccc2sc(C)nc2c1	-14.0%	-10.1%	-26.1%	-7.7%	21.6%	11.5%	-1.2%	.	0.0%	-2.6%
CCO[C@H]1OC(C(=O)NC2CC2)=C[C@@H](c2ccccc2)[C@@H]1CCCO	38.7%	-1.9%	-5.0%	-1.8%	-44.6%	?	-0.4%	-3.3	-2.8%	-0.7%
Fc1ccc(NC(=S)Nc2ccc(F)c(Cl)c2)cc1Cl	-0.7%	12.9%	-59.1%[inhibitor]	-0.3%	-43.4%	?	0.1%	0.3	1.8%	-1.0%
C=C1C(=O)O[C@@]23[C@H]1CC[C@@H](C)[C@@H]2CC[C@@]1(C)O[C@@H]31	-4.2%	.	-34.2%	2.5%	-18.1%	?	-0.1%	.	-15.3%	-0.6%
Cc1cc(C(=O)OCC(=O)N2CC(=O)Nc3ccccc32)c(C)n1-c1ccccc1	-0.8%	6.6%	23.5%	-2.3%[46.1 µM]	-18.1%	?	4.4%	0.4	16.4%	0.5%
COc1ccc(NC(=S)NNC(=O)CNc2ccc(Cl)cc2)cc1	9.0%	-10.8%	11.0%	-32.6%	3.9%	-21.5%	-0.1%	0.2	-2.9%	-2.2%
CCCOC(=O)c1ccc(Oc2c(-c3ccc(OC)cc3O)n[nH]c2C)cc1	-6.8%	6.9%	-37.9%	3.9%	-56.4%	?	0.1%	?	-8.2%	-3.5%
COc1ccc(N(CC(=O)NC2CCCCCCC2)S(=O)(=O)c2c(C)nn(C)c2C)cc1	7.1%	-5.1%	4.9%	2.6%	-30.8%	-4.3%	-0.1%	.	-5.7%	-2.7%
COc1cc(C2NC(=O)C(C#N)=C(Nc3cccc(C)c3)S2)ccc1O (stereo unspecified)	-1.5%&4.5%	?	19.2%	3.8%	-22.0%	7.3%&-17.8%	-0.7%&-1.0%	0.6&-2.4	0.2%&-2.6%	-7.4%
Cc1ccsc1/C=N/NC(=O)CNC(=O)c1ccc(S(=O)(=O)N(C)C)cc1	18.2%	-1.0%	9.0%	-4.4%	-28.9%	-4.3%	-1.1%	-5.4	-4.7%	-3.1%
O=C(CSc1nc2ccccc2c(=O)n1Cc1ccc(F)cc1)NCC1CCCO1 (stereo unspecified)	19.4%	.	21.1%	-3.9%	-21.5%	4.8%	-0.4%	.	-1.9%	0.2%
Cc1cccc(OCCn2c(=O)sc3ccccc32)c1	4.5%	1.7%	-3.1%	5.9%[46.1 µM]	3.55µM*	?	0.1%	4.1	?	-2.8%
COc1ccc(CNC(=O)C(=O)NCC2OCCN2S(=O)(=O)c2cccs2)cc1 (stereo unspecified)	27.8%	2.7%	19.1%	10.1%	3.7%	-9.8%	-2.4%	0.1	-0.2%	0.7%
COc1ccc(NC(=O)CN(c2ccccc2F)S(=O)(=O)c2ccc(C)cc2)c(OC)c1	-7.9%	16.3%	-10.8%	-5.2%	-32.5%	?	0.0%	1.9	23.9%	-1.8%
Cc1nc(Nc2ccccc2)[nH]c(=O)c1CCC(C)C	2.9%	-2.6%	13.4%	-4.9%	23.1%[1.84 µM]	?	-0.1%	?	8.1%	-6.3%
COc1ccccc1CNS(=O)(=O)c1cc(-c2cc(C)no2)ccc1C(C)C	10.2%	8.5%	14.1%	3.4%	-26.5%	?	0.2%	?	-1.7%	-1.9%
Fc1ccc(CSc2nnc(-c3cccs3)o2)cc1	27.9%	-4.8%	-13.0%	-0.2%	?	?	0.1%	0.9	15.0%	-4.1%
CCc1ccc(-n2c(C)cc(/C=N/NC(=O)c3ccncc3)c2C)cc1	1.2%	-1.3%	-41.4%	3.0%	-18.9%	?	0.5%	?	-5.5%	-3.8%
Cc1ccc(Cl)cc1N1CCN(C2CCCCC2NS(=O)(=O)c2ccccc2)CC1 (stereo unspecified)	0.1%	22.2%	5.3%	-7.0%	18.1%	?	0.2%	4.8	-3.2%	-4.8%
Cn1ncc2c(Nc3ccc(O)cc3)nc(Cl)nc21	-3.7%	-12.6%	15.5%	1.9%	-18.6%	?	-0.3%	-0.6	-2.4%	-14.5%
Cc1cc(C)n2nc(SCc3ncc(-c4ccccc4)o3)nc2n1	-0.2%	2.6%	9.9%	7.8%	0.1%	?	-0.1%	-3.3	-5.3%	-0.7%
Cc1ccccc1C(=O)NNC(=O)Nc1ccccc1	0.2%	4.8%	.	.	.	3.9%	0.2%	0.5	1.3%	.
COc1ccccc1C(=O)Nc1ccc(NC(=O)c2ccco2)cn1	-9.5%	5.8%	?	-3.0%	113.4%	?	-0.5%	3.8	7.5%	-1.5%
CC/C(=N\O)C(C)(C)/[N+]([O-])=C/c1ccc(Br)cc1	3.5%	0.3%	2.7%	.	0.3%	10.0%	0.2%	-2.7	-3.9%	.
CC(=O)Nc1ccc(S(=O)(=O)Nc2nc(C)nc3sc(C)c(C)c23)cc1	-5.8%	.	-5.0%	-1.5%	-4.5%	-4.8%	-0.6%	.	-0.4%	-6.6%
O=C(CNc1cccc(S(=O)(=O)N2CCCC2)c1)Nc1ccc(F)c(F)c1	-6.8%	.	-10.9%	-3.5%	-43.5%	-10.0%	0.2%	6.0	-4.3%	-6.7%

Not a hit list; overall some 3.8% were active at least once.
